Neddylation inh – cullin neddylation inhibition | calls only at 25 µM | hit rate 0.58% among 360,000 | TR-FRET cullin neddylation, biochemical; in the data active = inhibition above about 36%
MLLE-PAM2 inh – blocks PAM2 peptide binding to the PABP1 MLLE domain; P11940; GST-MLLE / FITC-PAM2 fluorescence polarization; inhibition, % at 20 µM; hit rate 0.36% among 360,000; AID 588489; in the data active = inhibition above about 35%, passing the limit was not always enough;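 also: plate controls were DMSO wells with GST-MLLE for no effect and wells lacking GST-MLLE protein for full effect; some results filed as inactive read as strong as hits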
FAS TE block – inhibitors of human fatty acid synthase thioesterase domain | P49327 | recombinant FAS-TE, OMFH fluorogenic substrate, fluorescence endpoint | inhibition, % at 15 µM | hit rate 0.67% among 360,000 | AID 602261;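 active = compounds whose normalised, plate-corrected inhibition of enzyme fluorescence in the single-dose primary screen is 50% or more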;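 also: 0% = DMSO with enzyme and 100% = substrate without enzyme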
Target sequence (P49327 whole entry, looked up, the tested form may be a part): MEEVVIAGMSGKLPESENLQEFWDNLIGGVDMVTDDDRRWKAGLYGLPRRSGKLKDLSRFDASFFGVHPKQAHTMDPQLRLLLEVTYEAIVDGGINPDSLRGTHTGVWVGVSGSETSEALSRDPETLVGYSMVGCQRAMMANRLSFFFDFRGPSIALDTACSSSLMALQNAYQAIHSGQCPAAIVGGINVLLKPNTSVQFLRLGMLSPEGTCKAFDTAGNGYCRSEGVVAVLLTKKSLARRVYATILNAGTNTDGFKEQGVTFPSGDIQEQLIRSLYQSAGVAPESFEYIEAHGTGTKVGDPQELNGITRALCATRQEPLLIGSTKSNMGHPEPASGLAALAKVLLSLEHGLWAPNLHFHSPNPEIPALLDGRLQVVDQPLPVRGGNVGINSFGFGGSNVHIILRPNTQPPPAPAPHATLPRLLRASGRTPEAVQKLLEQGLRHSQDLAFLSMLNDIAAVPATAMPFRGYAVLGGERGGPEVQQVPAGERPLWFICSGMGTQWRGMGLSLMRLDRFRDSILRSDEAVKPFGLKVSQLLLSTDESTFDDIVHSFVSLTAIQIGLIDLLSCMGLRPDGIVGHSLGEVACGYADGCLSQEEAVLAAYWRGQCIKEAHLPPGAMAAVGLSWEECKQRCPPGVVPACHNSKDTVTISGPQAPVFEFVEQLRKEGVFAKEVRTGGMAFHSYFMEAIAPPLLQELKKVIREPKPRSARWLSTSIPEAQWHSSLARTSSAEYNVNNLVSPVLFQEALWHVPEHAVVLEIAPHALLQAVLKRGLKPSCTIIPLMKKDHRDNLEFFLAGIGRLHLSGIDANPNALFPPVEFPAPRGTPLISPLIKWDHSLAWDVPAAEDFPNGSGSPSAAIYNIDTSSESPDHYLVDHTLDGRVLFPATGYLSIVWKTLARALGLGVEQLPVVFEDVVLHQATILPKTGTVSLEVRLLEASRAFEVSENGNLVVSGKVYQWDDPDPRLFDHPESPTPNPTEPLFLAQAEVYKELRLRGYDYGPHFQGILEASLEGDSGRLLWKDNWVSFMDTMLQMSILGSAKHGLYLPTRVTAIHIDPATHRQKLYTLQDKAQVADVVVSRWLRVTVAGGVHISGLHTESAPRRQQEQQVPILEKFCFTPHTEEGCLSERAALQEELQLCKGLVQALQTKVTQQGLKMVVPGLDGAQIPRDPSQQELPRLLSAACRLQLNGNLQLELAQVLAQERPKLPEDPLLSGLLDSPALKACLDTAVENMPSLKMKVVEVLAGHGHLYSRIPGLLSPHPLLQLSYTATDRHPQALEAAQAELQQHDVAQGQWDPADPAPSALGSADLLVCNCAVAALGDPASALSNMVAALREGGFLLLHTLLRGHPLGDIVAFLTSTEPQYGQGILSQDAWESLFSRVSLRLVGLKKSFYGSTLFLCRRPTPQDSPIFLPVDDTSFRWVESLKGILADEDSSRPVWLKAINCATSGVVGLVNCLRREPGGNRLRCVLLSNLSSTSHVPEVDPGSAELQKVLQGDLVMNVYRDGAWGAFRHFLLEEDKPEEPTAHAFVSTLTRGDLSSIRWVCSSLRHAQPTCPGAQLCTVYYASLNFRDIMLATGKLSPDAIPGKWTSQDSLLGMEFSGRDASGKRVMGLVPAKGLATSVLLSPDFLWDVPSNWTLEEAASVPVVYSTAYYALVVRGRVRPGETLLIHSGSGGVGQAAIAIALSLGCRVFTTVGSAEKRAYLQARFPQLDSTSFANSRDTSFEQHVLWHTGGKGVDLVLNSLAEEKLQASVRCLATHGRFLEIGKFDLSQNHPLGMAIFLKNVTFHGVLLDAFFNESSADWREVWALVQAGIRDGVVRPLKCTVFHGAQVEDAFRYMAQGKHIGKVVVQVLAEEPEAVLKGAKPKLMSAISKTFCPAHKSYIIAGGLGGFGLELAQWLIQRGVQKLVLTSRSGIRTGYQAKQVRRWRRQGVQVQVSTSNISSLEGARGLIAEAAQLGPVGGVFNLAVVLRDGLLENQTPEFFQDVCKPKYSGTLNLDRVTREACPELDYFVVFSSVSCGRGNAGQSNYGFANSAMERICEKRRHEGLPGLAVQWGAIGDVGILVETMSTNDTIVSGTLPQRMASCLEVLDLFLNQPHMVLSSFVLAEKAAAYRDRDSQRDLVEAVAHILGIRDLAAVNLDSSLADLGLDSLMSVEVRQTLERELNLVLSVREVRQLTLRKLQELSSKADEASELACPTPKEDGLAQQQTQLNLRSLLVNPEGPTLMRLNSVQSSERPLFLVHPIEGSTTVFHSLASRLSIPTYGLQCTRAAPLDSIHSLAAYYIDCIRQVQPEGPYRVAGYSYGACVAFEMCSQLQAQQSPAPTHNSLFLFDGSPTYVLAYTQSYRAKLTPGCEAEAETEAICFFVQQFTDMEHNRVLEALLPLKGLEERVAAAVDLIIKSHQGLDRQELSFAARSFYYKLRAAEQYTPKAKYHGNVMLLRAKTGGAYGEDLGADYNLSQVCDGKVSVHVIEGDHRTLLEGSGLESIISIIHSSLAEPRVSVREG
Rin1 Abl inh – blocks binding of human Rin1 to Abl; P00519+Q13671; TR-FRET Rin1/Abl binding, biochemical; hit rate 0.4% among 360,000; inhibition, % at 7.35 µM; AID 588664; in the data active = inhibition above about 5%, passing the limit was not always enough
NadD block – NadD (S. aureus) enzyme inhibition; purified NadD enzyme, colorimetric absorbance read-out; hit rate 0.78% among 360,000; AID 602399; inhibition, % at 20 µM; in the data active = inhibition above about 26%; also: some compounds past the cut are filed as inactive
CSN deneddyl inh – inhibitors of human CSN-mediated cullin deneddylation; Purified CSN, SCF-Nedd8-OG deneddylation, fluorescence polarization; inhibition, % at 12.5 µM; hit rate 0.38% among 360,000;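 active = pattern-corrected inhibition above about 35%, with an unprinted fluorescence ratio check between 0.5 and 1.5, limit read from the data, passing the limit was not always enough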;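 also: 0% = enzyme with substrate and 100% = substrate without enzyme; some results filed as inactive read as strong as hits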
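Assay system: HEK293T-derived human Csn5 enzyme; quantity: 0.24 nM enzyme; medium: Tris/NaCl/DTT buffer, pH 7.5; also added: substrate SCFSkp2-Nedd8OG, 10 nM; doses: 12.5 µM compound; schedule: 90 min reaction at room temperature; signal: FP; read-out: % inhibition of substrate cleavage by Csn5; benchmarks: substrate-only high control, full reaction low control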
SKN-1 inh – C. elegans SKN-1 inhibition; C. elegans VP596 Pgst-4::GFP/RFP ratio, acrylamide-induced, 24 h; inhibition, % at 21.8 µM; hit rate 0.49% among 360,000;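 active = interference check ratio from 0.5 to 1.5 plus GFP to RFP signal ratio inhibition reaching or exceeding a fixed threshold, cut at about 30% in these data, passing the limit was not always enough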; also: some compounds called inactive have numbers as strong as hits
Rpn11 inh – blocks the human proteasome subunit Rpn11; human 26S proteasome, Ub4-pepOG fluorescence polarization; 20S core pre-blocked with epoxomicin; AID 588493; hit rate 0.59% among 360,000; calls only at 20 µM;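 active = inhibition at 20 µM, scaled to each plate's controls, above about 33%, limit read from the data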
MT1-MMP act inh – inhibitors of human MT1-MMP activation. P50281. HT1080 RFP-PRO-GFP cells, GFP/RFP ratio fluorescence, overnight; percent of plate control window, DMSO zero. GFP/RFP ratio change, % at 20 µM. hit rate 0.061% among 360,000. AID 651647;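 active = GFP/RFP ratio change of at least 30% with cell ATP level not reduced by more than half and red fluorescence within 50% of control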; also: strong numbers were not always called active
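Material: RFP-PRO-GFP reporter HT1080 cells. Dosing: single-point 20 µM compound, 1% DMSO. Controls: DMSO and RFP-L50D-GFP cell wells. Timing: cells overnight before dosing, compound overnight, 37 °C, 5% CO2. Measure: GFP/RFP fluorescence ratio.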
Numbers without * were called inactive; i = inactive; · = no result given. This is a random part of the collection; overall some 3.9% were active at least once.

SMILES	Neddylation inh	MLLE-PAM2 inh	FAS TE block	Rin1 Abl inh	NadD block	CSN deneddyl inh	SKN-1 inh	Rpn11 inh	MT1-MMP act inh
CCOC(=O)c1cc([N+](=O)[O-])sc1N	i	13	-3	-7	-6	-2	3	i	2
O=C(Nc1ccc(Cn2ccnc2)cc1)c1cccc(C(F)(F)F)c1	i	6	14	1	6	2	-2	i	5
COc1ccc(-c2coc3c(C(=O)NCc4ccccc4)cccc23)c(C)c1	i	19	23	-5	-2	0	7	i	2
O=C1C[C@@H]2CCN3C(=O)CCC[C@@H]([C@H]23)[C@H]1Cc1ccccc1	i	-2	-8	-4	-4	-1	-1	i	5
O=C(Nc1ccc(-n2cccn2)cc1)C1CCCCN1Cc1cccc2cccnc12 (centres undefined)	i	0	15	4	2	-1	-5	i	-1
COc1ccc(CCCNC(=O)C2Cc3c(-c4cccc(C(N)=O)c4)ccnc3O2)cc1 (centres undefined)	i	-11	2	-3	3	6	16	i	-2
Cc1cc(-c2nnc(SCC(=O)Nc3ccccc3C)n2N)n[nH]1	i	6	-7	-3	8	-3	11	i	1
COc1ccccc1N1CC(O)=C(c2nc3ccccc3c(=O)[nH]2)C1=N	·	-13	8	3	10	2	6	i	6
O=C(COc1ccc(S(=O)(=O)N2CCOCC2)cc1Cl)NCCCn1ccnc1	i	4	-5	4	-6	-4	-11	i	-1
CCn1c(SCC(=O)Nc2cc(C)on2)nc2c1c(=O)n(C)c(=O)n2C	i	-12	-5	5	-1	-2	3	i	-2
COC(=O)c1cc(NC(=O)Cn2c(=O)oc3ccccc32)cc(C(=O)OC)c1	i	-7	4	1	-2	2	8	i	0
CC1CC(=O)N(C)c2cc([N+](=O)[O-])ccc2N1 (centres undefined)	i	3	-3	1	-7	-4	8	i	1
c1ccc(Nc2nc(CSc3ncn[nH]3)cs2)cc1	i	2	-36	0	-2	8	4	i	-2
CC(=O)OCCCN(C)CC/C=C1/c2ccccc2CSc2ccccc21	i	8	3	2	-7	2	-5	i	-3
COc1cccc(CNC(=S)Nc2ccc3c(c2)c(=O)n(C)n3C)c1	·	-20	-6	-2	2	2	20	i	0

A portion from the list above:
SMILES	Neddylation inh	MLLE-PAM2 inh	FAS TE block	Rin1 Abl inh	NadD block	CSN deneddyl inh	SKN-1 inh	Rpn11 inh	MT1-MMP act inh
COC(=O)c1cc(NC(=O)Cn2c(=O)oc3ccccc32)cc(C(=O)OC)c1	i	-7	4	1	-2	2	8	i	0
CC1CC(=O)N(C)c2cc([N+](=O)[O-])ccc2N1 (centres undefined)	i	3	-3	1	-7	-4	8	i	1
c1ccc(Nc2nc(CSc3ncn[nH]3)cs2)cc1	i	2	-36	0	-2	8	4	i	-2
CC(=O)OCCCN(C)CC/C=C1/c2ccccc2CSc2ccccc21	i	8	3	2	-7	2	-5	i	-3
COc1cccc(CNC(=S)Nc2ccc3c(c2)c(=O)n(C)n3C)c1	·	-20	-6	-2	2	2	20	i	0

(more compounds)
SMILES	Neddylation inh	MLLE-PAM2 inh	FAS TE block	Rin1 Abl inh	NadD block	CSN deneddyl inh	SKN-1 inh	Rpn11 inh	MT1-MMP act inh
COC(=O)C(NC(=O)c1ccccc1)=C(C)C	i	5	-6	1	-4	5	7	i	7
CC1=CC(=O)N(c2ccn(C)n2)C1=O	i	27	-2	-2	0	-6	-1	i	-1
CCOC(=O)c1ccc(NC(=O)CCc2nc(-c3ccccc3)no2)cc1	i	3	18	1	-15	2	7	i	4
O=C(Nc1cccc(C(=O)N2CCCC2)c1)C1CCC1	i	-5	-12	-1	-6	-7	6	i	3
O=C(COc1ccc(F)cc1Br)NCC1(N2CCCCC2)CCCCC1	i	-9	-5	0	-1	-1	5	i	4
O=C(CCCOc1ccccc1)NCCc1nc2ccccc2[nH]1	i	8	-1	0	-5	-3	3	i	-1
COc1cccc(NC(=O)Nc2c(C)n(C)n(-c3ccccc3)c2=O)c1	i	0	-5	0	5	1	5	i	2
c1ccc(-c2cc(-c3nnc4sc(-c5ccccn5)nn34)[nH]n2)cc1	i	-75	-1	-1	20	6	3	i	9
CCOc1ccc(N(Cc2ccc(OC)c(OC)c2)C(=O)c2ccco2)cc1	i	5	-6	4	-11	2	11	i	-3
COC(=O)CCCC1=CC2=CC(=O)C(C)(OC(=O)c3cccs3)C(=O)C2=CN1Cc1ccco1 (centres undefined)	i	10	-7	-1	5	5	9	i	6
CN(CC(=O)NCCc1ccc(S(N)(=O)=O)cc1)S(=O)(=O)c1cccc2nsnc12	i	-6	-4	1	1	3	2	i	-3
Cc1c(C(=O)N2CCN(CCc3ccccn3)CC2)oc2ccc(F)cc12	i	-11	-1	0	-2	7	-18	i	-2
CCc1nc2ccc(C(=O)Nc3cc(-c4ccccc4)ccc3OC)cn2c1N(C)Cc1ccc(OC)cc1	i	-22	11	2	11	-2	5	i	0
CC(NC(=O)C(NC(=O)C(Cc1c[nH]c2ccccc12)NC(=O)OC(C)(C)C)C(C)C)C(N)=O (centres undefined)	i	-1	-2	5	1	-1	0	i	-2
CC(=O)Nc1cnc(-c2cccc(C(=O)N3CCOCC3)c2)cn1	i	-13	-10	-5	4	-3	7	i	-3
COC(=O)c1ccc(CSc2nc3ccccc3c(=O)n2C)o1	i	2	8	0	-6	3	22	i	1
Nc1ccc(CC2SC(=O)NC2=O)cc1 (centres undefined)	i	2	-5	2	-2	-6	6	i	9
CC1CC(=O)C2=C(C1)Nc1ccccc1N(C(=O)COc1ccccc1)C2c1ccco1 (centres undefined)	i	10	-3	0	-2	-5	12	i	-2
O=C(CCC1CCCN(C(=O)c2ccco2)C1)NCc1ccccc1F (centres undefined)	i	16	-1	-2	2	4	5	i	-4
O=C(O)c1cc(NC(=O)c2ccccc2[N+](=O)[O-])ccc1O	i	-4	-2	2	4	6	7	i	2
CCc1ccc2nc(N(CCN(C)C)C(=O)/C=C/c3cccs3)sc2c1	i	-8	10	-3	1	2	-9	i	-2
CC(C)Sc1nnc(SCC(=O)NCCCN2CCCC2=O)s1	i	-9	-6	1	-1	2	-7	i	1
NC(=O)c1ccccc1NC(=O)CCn1c(=S)oc2ccccc21	i	-19	-2	3	-4	-2	-1	i	0
Cc1cccnc1NC(=O)C1CCCN(S(=O)(=O)c2ccc3c(c2)oc(=O)n3C)C1 (centres undefined)	i	9	-10	-3	-3	-2	7	i	-2
O=C(Nc1ccc(Br)cc1F)c1sccc1-n1cccc1	i	-1	31	1	-1	1	13	i	4
CCOC(=O)C1=C(C)NC(=O)CC1c1cc2c(cc1[N+](=O)[O-])OCO2 (centres undefined)	i	15	-3	6	-1	-3	4	i	2
Cc1nn(C(C)(C)C)c(NC(=O)c2ccccc2)c1C#N	i	-3	1	0	-1	-4	-7	i	·
CCS(=O)(=O)N1CCC(NC(=O)c2ccco2)CC1	i	1	-7	1	1	2	10	i	-1
COC(=O)c1nnn(-c2cccc(Cl)c2)c1C(=O)OC	i	0	-4	-1	-2	3	-1	i	4
COC(=O)C1CCN(CC(=O)Nc2ccccc2Sc2ccccc2)CC1	i	-4	12	2	-3	3	16	i	-4
O=S(=O)(NCCN1CCOCC1)c1ccc(Cl)c(Cl)c1	i	-7	-4	-2	0	3	-4	i	-3
CCCC(=O)Nc1ccc(-c2csc(-c3cccnc3)n2)cc1	i	-12	0	-1	0	4	14	i	4
O=C(CN1C(=O)NC2(CCCCCCC2)C1=O)NCc1ccc2c(c1)OCO2	i	-15	2	1	-4	-3	-25	i	-2
Cn1cccc1Cc1nnc(SCC(=O)N2CCCc3ccccc32)n1-c1ccc(F)cc1	i	-15	4	2	4	1	13	i	5
O=C(Nc1cc2ccccc2oc1=O)C1CCCCC1	i	-12	-5	6	-5	-3	0	i	2
Cc1c(Cl)c([N+](=O)[O-])nn1CCCC(=O)NC1CCCCC1	i	3	18	0	-6	3	3	i	1
O=C(ON=C1CCN(S(=O)(=O)c2ccccc2)CC1)c1cccc(Cl)c1	i	-7	16	0	-12	-2	7	i	-5
CCC(=O)Nc1ccc(NC(=O)CSc2nnc(-c3ccco3)n2CC)cc1	i	-11	-8	3	0	0	0	i	3
CCOc1cc(C(=O)Nc2cc(C)ccc2OC)ccc1OCC(=O)N1CCCCC1	i	-1	-8	1	2	1	-5	i	·
Oc1ccccc1-c1ccn[nH]1	i	-2	-12	1	0	2	-7	i	2
CC(=O)Nc1ccc(S(=O)(=O)NCc2nc(-c3ccccc3Cl)no2)cc1	i	4	-6	2	-3	1	13	i	5
COc1cc(C2C3=C(COC3=O)Oc3cc4c(cc32)OCO4)cc(OC)c1OC(C)=O (centres undefined)	i	3	1	3	2	5	2	i	27
CN(Cc1ccccc1Br)C(=O)CN1C(=O)NC2(CCCCCC2)C1=O	i	-6	4	3	4	6	12	i	3
CC(=O)c1cccc(NC(=O)C(C)OC(=O)CCCN=C2NS(=O)(=O)c3ccccc32)c1 (centres undefined)	i	4	-6	1	-2	4	8	i	1
COc1ccc(-c2cccc3c2NC(=O)C3=O)cc1OC	i	4	-9	-2	-2	-2	-9	i	-4
CCOC(=O)C1CCCN(C(=O)C2CCN(S(=O)(=O)N3CCC4(CC3)OCCO4)CC2)C1 (centres undefined)	i	1	-6	2	6	3	-2	i	2
CCC(C)c1ccc(OCC(=O)Nc2ccc3c(c2)C(=O)NC3=O)cc1 (centres undefined)	i	-13	0	2	0	-1	-5	i	-6

A second format for 4 compounds above.
CC(=O)Nc1cnc(-c2cccc(C(=O)N3CCOCC3)c2)cn1
  Neddylation inh: i; MLLE-PAM2 inh: -13; FAS TE block: -10; Rin1 Abl inh: -5; NadD block: 4; CSN deneddyl inh: -3; SKN-1 inh: 7; Rpn11 inh: i; MT1-MMP act inh: -3
O=C(Nc1cc2ccccc2oc1=O)C1CCCCC1
  Neddylation inh: i; MLLE-PAM2 inh: -12; FAS TE block: -5; Rin1 Abl inh: 6; NadD block: -5; CSN deneddyl inh: -3; SKN-1 inh: 0; Rpn11 inh: i; MT1-MMP act inh: 2
O=C(Nc1ccc(Cn2ccnc2)cc1)c1cccc(C(F)(F)F)c1
  Neddylation inh: i; MLLE-PAM2 inh: 6; FAS TE block: 14; Rin1 Abl inh: 1; NadD block: 6; CSN deneddyl inh: 2; SKN-1 inh: -2; Rpn11 inh: i; MT1-MMP act inh: 5
O=C(Nc1ccc(Br)cc1F)c1sccc1-n1cccc1
  Neddylation inh: i; MLLE-PAM2 inh: -1; FAS TE block: 31; Rin1 Abl inh: 1; NadD block: -1; CSN deneddyl inh: 1; SKN-1 inh: 13; Rpn11 inh: i; MT1-MMP act inh: 4

In a second layout: results already given
structure | Neddylation inh | MLLE-PAM2 inh | FAS TE block | Rin1 Abl inh | NadD block | CSN deneddyl inh | SKN-1 inh | Rpn11 inh | MT1-MMP act inh
O=C(CN1C(=O)NC2(CCCCCCC2)C1=O)NCc1ccc2c(c1)OCO2 | i | -15 | 2 | 1 | -4 | -3 | -25 | i | -2
CCOc1cc(C(=O)Nc2cc(C)ccc2OC)ccc1OCC(=O)N1CCCCC1 | i | -1 | -8 | 1 | 2 | 1 | -5 | i | ·

Source: PubChem BioAssay (several laboratories)
